Compound activity as filed in PubChem.
RGS4 inh – human RGS4 inhibition; HEK293 M3R/RGS4 inducible, Fluo-4 calcium flux; hits give high values; triggered by carbachol at its EC20; B-score at 10 µM; hit rate 0.45% among 310,000; AID 463165;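 active = B-score, a plate-corrected calcium signal, over three deviations above library mean, with baseline fluorescence within five deviations of library mean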;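 note: RGS4 expression induced by doxycycline in cells with stable M3 receptor; B-score is computed from the integrated fluorescence ratio over baseline after carbachol; higher B-score means a larger calcium signal and so more RGS4 inhibition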
Target sequence (P49798 whole entry, looked up): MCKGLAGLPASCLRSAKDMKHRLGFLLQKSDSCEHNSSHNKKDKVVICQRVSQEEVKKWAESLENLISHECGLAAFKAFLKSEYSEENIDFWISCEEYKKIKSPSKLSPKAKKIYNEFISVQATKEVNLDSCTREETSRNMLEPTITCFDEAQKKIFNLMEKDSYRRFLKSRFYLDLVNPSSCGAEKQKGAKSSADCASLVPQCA
ANO1 activ – activators or potentiators of mouse TMEM16A chloride channel | Q8BHY3 | HEK293 TMEM16A/YFP-H148Q/I152L, iodide quench fluorescence; hits give low values | B-score at 10 µM | hit rate 0.3% among 340,000 | AID 623877;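 active = fluorescence-ratio B-score plate-corrected deviation score at least 3 library SD below zero, with starting fluorescence score within 5 deviations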;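 note: channel opened by trigger with iodide after compound preincubation; score built on the fluorescence ratio of max minus min over baseline; more negative score means more quench and so TMEM16A activation or potentiation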
HDAC3 inh – human HDAC3 inhibition. hit rate 0.15% among 320,000. recombinant HDAC3, fluorogenic peptide/trypsin coupled, fluorescence. O15379. inhibition, % at 8.3 µM; in the data active = inhibition above about 26%, passing the limit was not always enough
Target sequence (O15379 whole entry, looked up): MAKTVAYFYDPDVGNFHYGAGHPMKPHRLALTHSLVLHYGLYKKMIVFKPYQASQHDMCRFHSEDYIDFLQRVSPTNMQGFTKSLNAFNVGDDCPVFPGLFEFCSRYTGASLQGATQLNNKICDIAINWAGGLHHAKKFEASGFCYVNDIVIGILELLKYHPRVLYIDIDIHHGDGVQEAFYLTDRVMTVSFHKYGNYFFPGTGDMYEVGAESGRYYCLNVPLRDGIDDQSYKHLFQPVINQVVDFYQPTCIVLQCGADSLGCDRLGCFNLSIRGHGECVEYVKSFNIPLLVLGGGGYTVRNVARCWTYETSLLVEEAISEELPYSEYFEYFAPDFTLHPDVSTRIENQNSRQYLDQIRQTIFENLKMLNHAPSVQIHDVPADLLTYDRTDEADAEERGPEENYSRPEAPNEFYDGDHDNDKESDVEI
MrgX1 antagonist – antagonists of human MrgX1 receptor; MRGX1-HEK293 calcium flux, Fluo-4, BAM8-22 antagonism; hits give low values; B-score at 10 µM; hit rate 1.3% among 310,000; AID 588676;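 active = calcium-response B-score plate-corrected more than 3 library SD below zero, starting fluorescence within 5 deviations, no agonist response on first addition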;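 note: peak minus trough fluorescence over baseline after final BAM8-22 challenge near maximal dose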
Target sequence (Q96LB2 whole entry, looked up): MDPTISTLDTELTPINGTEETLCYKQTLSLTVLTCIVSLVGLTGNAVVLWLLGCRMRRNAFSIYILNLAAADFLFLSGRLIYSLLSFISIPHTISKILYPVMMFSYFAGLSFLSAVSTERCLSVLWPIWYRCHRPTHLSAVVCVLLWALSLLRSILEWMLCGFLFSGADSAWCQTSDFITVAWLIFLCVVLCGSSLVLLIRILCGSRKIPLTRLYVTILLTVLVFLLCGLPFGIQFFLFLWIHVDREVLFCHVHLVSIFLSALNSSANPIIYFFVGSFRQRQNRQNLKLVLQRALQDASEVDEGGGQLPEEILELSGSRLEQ
SKKanGAS inh – inhibitors of SKKanGAS S. pyogenes growth in kanamycin (SK-promoter or general growth effect) | inhibition, % at 7.5 µM | BacTiter-Glo, 6 h | AID 1662 | hit rate 1.3% among 300,000;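 active = mean replicate score, as percent of positive control median, at least 50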;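 note: strain carries kanamycin resistance gene driven by streptokinase promoter and grows in 40 µg/ml kanamycin; loss of luminescence reflects streptokinase promoter inhibition or plain growth inhibition; 0% = median of DMSO wells and 100% = positive control at its reference dose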
ANO1 block – mouse TMEM16A channel inhibition, primary screen; Q8BHY3; HEK293 TMEM16A/YFP iodide influx fluorescence, ionomycin; normalized B-score (activity score, 25-100; higher = stronger inhibition) at 10 µM; hit rate 1.2% among 310,000;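 active = ratio plate-corrected score three or more library SD toward inhibition, starting fluorescence score within five deviations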;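 note: score derived from kinetic fluorescence span divided by baseline fluorescence per well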
RGS4 pot – RGS4 potentiation or activation; hit rate 0.92% among 310,000; HEK293 M3R/inducible RGS4, carbachol calcium flux Fluo4; hits give low values; B-score at 10 µM;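 active = B-score of the integrated calcium signal more than 4 SD below the library mean, with starting fluorescence not abnormally high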;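 note: negative B-score means reduced calcium response which marks RGS4 activation or potentiation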
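test system = HEK293 cells with stable M3R and inducible RGS4 | schedule = recording 10 s baseline at 1 Hz, 100 s post-agonist | technique = Fluo4-AM (2 µM) calcium-flux fluorescence, kinetic read | measure = Agonist-evoked peak-minus-minimum fluorescence over baseline, integrated ratio, B score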
TRPC6 activator – mouse TRPC6 channel activation | HEK293-TRPC6 membrane potential dye fluorescence; hits give high values | B-score at 10 µM | hit rate 0.13% among 310,000 | AID 2550;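 active = B-score of the integrated fluorescence ratio above library mean plus 3 SD, and starting fluorescence ratio within library mean plus 5 SD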;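 note: higher score means more depolarization so channel activation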
MrgX1 agonist – agonists of human MrgX1 receptor; MrgX1-HEK293 cells, Fluo-4 calcium fluorescence, agonist mode; hits give high values; B-score at 10 µM; hit rate 0.44% among 310,000; AID 588627;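 active = calcium response B-score plate-corrected fluorescence ratio at least 3 library SD, with starting fluorescence B-score inside 5 SD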
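Assay system: stable human MrgX1 HEK293 cell line. Quantity: 15,000 cells per well. Schedule: cells plated overnight, dye loaded 0.5 h 37 °C, 0.5 h room temperature. Detection: Fluo-4 NW calcium-flux fluorescence, kinetic read. Read-out basis: peak-minus-minimum fluorescence over baseline, converted to B scores. Control set: positive and negative control wells on each plate.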
TRPC6 inh – inhibitors of mouse TRPC6 channel; Q61143; HEK293-TRPC6, membrane potential dye, ACh-evoked depolarization; hits give low values; B-score at 10 µM; hit rate 1.1% among 310,000; AID 2553;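 active = B-score under library mean minus 3 SD, initial fluorescence not abnormally high, positive integrated signal ratio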;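 note: B-score derived from integrated fluorescence ratio over the kinetic read; more negative B-score means stronger inhibition of depolarization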
MrgX1 allo act – allosterically activates human MrgX1 receptor signaling; MrgX1-HEK293, Fluo-4 calcium flux, FDSS; hits give high values; B-score at 10 µM; hit rate 0.63% among 310,000; AID 588675;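 active = plate-corrected calcium response at least 3 library SD above typical, normal starting fluorescence, not activating the receptor alone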;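 note: compound read alongside a low EC10 to EC30 dose of BAM8-22 agonist; peak minus trough fluorescence over baseline measured at the second addition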
* = called active by the depositor; i = inactive; x = no result given.

item	canonical_smiles	RGS4 inh	ANO1 activ	HDAC3 inh	MrgX1 antagonist	SKKanGAS inh	ANO1 block	RGS4 pot	TRPC6 activator	MrgX1 agonist	TRPC6 inh	MrgX1 allo act
1	COc1ccc(C(=O)c2c[nH]c(C(=O)NCc3cccs3)c2)cc1	i	i	-10	i	0	i	i	i	i	i	i
2	CN(C)C(CNC(=O)c1ccco1)c1cccs1 (stereo not drawn)	i	i	2	i	1	i	i	i	i	i	i
3	COc1ccc(C(C(=O)NC2CCCCC2)N(C(=O)CCl)c2cccc(Cl)c2)cc1 (stereo not drawn)	i	i	2	i	-9	i	i	i	i	i	i
4	CCN(CC)S(=O)(=O)c1cccc(-n2c(O)c(C=Nc3ccccc3C(=O)O)c3ccccc3c2=O)c1	i	i	x	i	36	i	i	i	i	i	i
5	Cc1cccc2cc(CN(CCN3CCOCC3)C(=O)NCc3ccccc3)c(=O)[nH]c12	i	i	-5	i	4	i	i	i	i	i	i
6	COC(=O)c1cccc(N2C(=O)c3cccnc3C2=O)c1	i	i	0	i	8	i	i	i	i	i	i
7	O=C(c1ccoc1)N1CCCC(N2CCN(c3ccc(F)cc3)CC2)C1 (stereo not drawn)	i	i	2	i	-6	i	i	i	i	i	i
8	Cc1ccc(NCc2nnc(SCC(=O)Nc3ncc(C)s3)n2Cc2ccco2)c(C)c1	i	i	2	i	16	i	i	i	i	i	i
9	CN(C)CCNC(=O)c1cc2c(s1)-c1ccc(Cl)cc1SC2	i	i	-23	i	13	i	-13*	i	i	i	i
10	Cc1cc(C)n(CCN(C)Cc2nc(Cc3ccccc3F)no2)n1	i	i	2	i	-6	i	i	i	i	i	i
11	Cc1ccc(C(=O)COC(=O)CNC(=O)c2cccs2)cc1C	i	i	-2	i	2	i	i	i	i	i	i
12	COc1ccccc1C(=O)NCC(=O)Nc1ccccc1	i	i	-1	i	-6	i	i	i	i	i	i
13	N#C/C(=C\c1cn(CCOc2ccccc2)c2ccccc12)C(=O)NCC1CCCO1 (stereo not drawn)	i	i	-5	i	7	i	i	i	i	i	i
14	C=CCN(CC=C)Cc1ccc(C(=O)OC)o1	i	i	-3	i	-3	i	i	i	i	i	i
15	COc1ccc(C(=O)NC(=S)Nc2nnn(C)n2)cc1	i	i	-7	i	-10	i	i	i	i	i	i
16	COc1ccc2[nH]c(=O)c(NC(N)=S)nc2c1	i	i	9	i	-1	i	i	i	i	i	i
17	O=C(/C=C/c1ccc(Cl)cc1)Nc1nccs1	i	i	x	x	11	x	i	i	x	i	x
18	Cc1noc(C)c1S(=O)(=O)Nc1ccc(C(=O)N2CCN(c3ccc(Cl)cc3)CC2)cc1	i	i	8	i	21	i	i	i	i	i	i
19	CCOC(=O)c1cc2sccc2n1CC(=O)OC(C)C	i	i	6	i	4	i	i	i	i	i	i
20	CC(NC(=O)COC(=O)CCNC(=O)c1ccco1)C12CC3CC(CC(C3)C1)C2 (stereo not drawn)	i	i	0	i	x	i	i	i	i	i	i
21	CCNC(=O)COC(=O)c1[nH]c(C)c(C(=O)OC)c1C	i	i	-5	i	14	i	i	i	i	i	i
22	Cc1ccc(N2CC(C(=O)N3CCC(C(=O)NCCCOC(C)C)CC3)CC2=O)cc1 (stereo not drawn)	i	i	4	i	-1	i	i	i	i	i	i
23	COc1ccc(N2CCOCC2)c(NC(=O)c2ccc3c(c2)OCO3)c1	i	i	1	i	-4	i	i	i	i	i	i
24	C=CCC(Nc1ccccc1)c1ccc(OC)c(OC)c1 (stereo not drawn)	i	x	4	i	-3	i	i	i	i	i	i
25	Cc1cc(C)nc(/N=C(\N)Nc2ccc(OCc3ccccc3)cc2)n1	i	-7.8*	-6	i	-1	100*	-10*	i	161*	i	i
26	NC(=O)CSc1nnc(NC(=O)c2cccc(S(=O)(=O)N3CCCCC3)c2)s1	i	i	8	i	11	i	i	i	i	i	i
27	CS(=O)(=O)N(Cc1ccccc1Cl)c1ccc(C(=O)NCc2ccccn2)cc1	i	i	-3	i	-7	i	i	i	i	i	i
28	Cc1cccc(OC(=O)c2sc3ncn(C)c(=O)c3c2C)c1	i	i	1	i	82*	i	i	i	i	i	i
29	Cc1ccc(NC(=O)CSCC(N)=O)cc1C	i	i	9	i	-6	i	i	i	i	i	i
30	CSc1nsc(SC)c1NC(=O)N1CCCC1	i	i	-7	i	-1	i	i	i	i	i	i

Remaining list, next part.
item	canonical_smiles	RGS4 inh	ANO1 activ	HDAC3 inh	MrgX1 antagonist	SKKanGAS inh	ANO1 block	RGS4 pot	TRPC6 activator	MrgX1 agonist	TRPC6 inh	MrgX1 allo act
31	O=C(CSc1nnc(-c2ccccn2)n1Cc1ccccc1)N1CCOCC1	i	i	3	i	1	i	i	i	i	i	i
32	O=C(CN1C(=O)COc2ccc(S(=O)(=O)N3CCCCC3)cc21)NCc1ccc(Cl)cc1	i	i	5	i	16	i	i	i	i	i	i
33	Cc1cc2c(c(/C=C/C(=O)c3ccccc3)c1)OC1(C=C2)Oc2ccccc2C(=O)N1C (stereo not drawn)	i	i	4	i	22	i	i	i	i	i	i
34	Cc1cccc2cc(/C=N/NC(=O)CN3CCCCC3)c(Cl)nc12	i	x	1	i	1	i	i	i	i	i	i
35	Cc1ccccc1C(=O)NNC(=O)C1CCN(c2ncccn2)CC1	i	i	3	i	5	i	i	i	i	i	i
36	Cc1ccc(-n2c(CCc3ccccc3)n[nH]c2=S)cc1C	i	i	7	i	9	i	i	i	i	i	6.5*
37	CCc1nnc2n1N=C(c1ccc(Cl)cc1)CS2	i	i	2	i	-6	i	i	i	i	i	i
38	COc1nnc(-c2ccc(N3CCOCC3)c(NC(=O)C3CCCCC3)c2)c2ccccc12	i	i	6	i	-8	i	i	i	i	i	i
39	CN(C)CCNc1nc2sc3c(c2c(=O)n1-c1ccccc1)CCCCC3	i	i	2	i	5	i	i	i	i	i	i
40	O=C(Cc1ccc(S(=O)(=O)N2CCOCC2)s1)NCCC(c1ccccc1)c1ccccc1	i	i	6	i	6	i	i	i	i	i	i
41	CCOC(=O)C1(Cc2ccccc2Cl)CCN(C(=O)c2cnccn2)CC1	i	i	1	i	4	i	i	i	i	i	i
42	COCc1c(Br)c(C)nc(OCC(=O)O)c1C#N	i	i	-2	i	-2	i	i	i	i	i	i
43	Cc1c(NC(=O)c2ccc3c(c2)OCO3)cccc1-c1nc2ccccc2s1	i	i	4	i	1	i	i	i	i	i	i
44	Cc1ccc(-c2n[nH]c(=O)c3ccccc23)cc1S(=O)(=O)NCC1CCCO1 (stereo not drawn)	i	i	4	i	-2	i	i	i	40*	i	i
45	Cc1ccc(S(=O)(=O)N2CCOCC2)cc1NC(=O)COC(=O)c1ccc(OCc2c(C)noc2C)cc1	i	i	-1	i	-7	i	i	i	i	i	i
46	Cc1nonc1NC(=O)CSc1nnc(-c2ccoc2C)n1CC(C)C	i	i	5	i	-3	i	i	i	i	i	i
47	Cc1ccc2[nH]c3c(c2c1)CN(C(=O)CN1c2ccc(F)cc2CCC1C)CC3 (stereo not drawn)	9*	i	-6	i	5	i	i	i	i	i	i
48	Cc1ccc(N2C(=O)S/C(=C/c3cn(C)c4ccccc34)C2=O)cc1	i	i	2	i	-8	25*	i	i	i	i	i
49	CCN(CCNC(=O)CC1Oc2ccccc2NC1=O)c1ccccc1 (stereo not drawn)	i	i	3	i	-2	i	i	i	i	i	i
50	CCn1nnnc1SCC(=O)N1CCc2ccccc21	i	i	-6	i	-2	i	i	i	i	i	i
51	CC(=O)Nc1ccc(S(=O)(=O)NCCC(=O)OCC(=O)N2CCN(C(=O)c3ccco3)CC2)cc1	i	i	2	i	1	i	i	i	i	i	i
52	Cc1nc(C)c(C(=O)OCC(=O)N2CCN(c3ccccc3)CC2)s1	i	i	0	i	-1	i	i	i	i	i	i
53	OCC1(CCOc2ccccc2)CCN(Cc2cn[nH]c2-c2ccc(F)cc2)CC1	i	i	2	i	15	i	i	i	i	i	11*
54	Cc1ccc(O)c(Cn2nnc3ccccc32)c1	i	i	1	i	8	i	i	i	i	i	i
55	O=C(c1ccco1)N1CCN(CC2CC3C=CC2C3)CC1 (stereo not drawn)	x	i	0	i	x	i	x	x	i	x	i
56	CC(Oc1ccc(Cl)cc1Cl)C(=O)N(C)c1ccccc1 (stereo not drawn)	i	i	-1	i	-4	i	i	i	i	i	i
57	O=C(NCCCCCc1nc2ccccc2[nH]1)c1ccccc1Cl	i	i	5	i	-3	i	i	i	i	i	i
58	Cc1ccc(-n2nc3c(=O)n(CCCC(=O)NCCc4ccccc4)nc(C)c3c2C)cc1	i	i	-5	i	1	i	i	i	i	i	i
59	O=C(O)C(O)(c1ccccc1)C(O)c1ccccc1 (stereo not drawn)	i	i	0	i	0	i	i	i	i	i	i
60	CCNC(=O)CC1C(=O)N(c2ccc(F)cc2)C(=O)N1CCc1sccc1C (stereo not drawn)	i	i	-4	i	-10	i	i	i	i	i	i

Continued.
item	canonical_smiles	RGS4 inh	ANO1 activ	HDAC3 inh	MrgX1 antagonist	SKKanGAS inh	ANO1 block	RGS4 pot	TRPC6 activator	MrgX1 agonist	TRPC6 inh	MrgX1 allo act
61	CCc1ccc(-c2csc(NC(=O)C3CCCO3)c2C(=O)OC(C)C)cc1 (stereo not drawn)	i	i	6	i	21	i	i	i	i	i	i
62	CC1CCN(CCNC(=O)CCS(=O)(=O)c2ccc(Br)cc2)CC1	x	i	-7	i	x	i	x	x	i	x	i
63	CC(C)n1nc(C(=O)NCCCN2CCCC2=O)c2ccccc2c1=O	i	i	1	i	4	i	i	i	i	i	i
64	CN(C)/N=C/C=C1\CC/C(=C\c2ccc(Br)cc2)C1=O	i	i	4	i	1	i	i	i	i	i	i
65	COc1cccc(N2CCN(C(=O)NC3CCCCC3)CC2)c1	i	i	-1	i	6	i	i	i	i	i	i
66	COc1ccc(NC(=O)CN(C)C(=O)c2cn(-c3ccccc3)nc2-c2cccnc2)cc1	i	i	3	i	6	i	i	i	i	i	i
67	O=C(O)COc1ccccc1/C=N/NC(=O)c1ccc(F)cc1	i	i	7	i	6	i	i	i	i	i	i
68	CC(=O)NC(=S)Nc1ccc(NC(=O)COc2ccc(Cl)cc2Cl)cc1	i	i	0	i	26	i	i	i	i	i	i

Rows are unselected; 6.7% or so of the library scored in one or more.
